From PubChem BioAssay
hERG protect – compounds protecting human hERG from proarrhythmic drug block | activation (rescue from dofetilide block), less the hit threshold, % at 10 µM | CHO-hERG, FluxOR thallium flux, dofetilide IC70 present | 310,000 compounds, 0.51% hits | Q12809;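 active means activation above the mean of controls blocked by dofetilide plus 5 SD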;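 further: thallium influx through hERG after potassium depolarization seen as dye fluorescence rise; in these data hits start at about 4.7%; inactives centre near -7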
KCNK9 inh – blocks the human KCNK9 two-pore domain potassium channel | Q9NPC2 | HEK293 KCNK9, FluxOR thallium flux fluorescence; hits give low values | B-score at 10 µM | 310,000 compounds, 1.2% hits;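 active means ratio B-score over 3 SD below the library mean, with starting fluorescence within 5 SD of its mean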;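 further: negative B-score means less thallium flux so channel inhibition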
Target sequence (Q9NPC2 whole entry, looked up, the tested form may be a part): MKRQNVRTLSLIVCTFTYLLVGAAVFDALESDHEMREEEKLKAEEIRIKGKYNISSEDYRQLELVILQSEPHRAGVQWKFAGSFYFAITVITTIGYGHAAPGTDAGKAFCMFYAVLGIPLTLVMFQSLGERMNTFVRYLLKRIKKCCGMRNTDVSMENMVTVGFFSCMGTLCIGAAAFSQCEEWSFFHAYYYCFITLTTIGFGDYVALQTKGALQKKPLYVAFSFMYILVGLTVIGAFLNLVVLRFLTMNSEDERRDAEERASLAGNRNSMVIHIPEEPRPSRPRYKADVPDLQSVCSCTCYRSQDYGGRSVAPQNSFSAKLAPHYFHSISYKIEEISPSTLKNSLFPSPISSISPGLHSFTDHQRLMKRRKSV
KCNQ1 block – human KCNQ1 channel inhibition. B-score at 10 µM. P51787. CHO-K1 KCNQ1, FluxOR thallium flux fluorescence; hits give high values. 310,000 compounds, 1.3% hits;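 active means compounds whose thallium flux B-score, printed positive for inhibition, exceeds three library SD while starting fluorescence stays within three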;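 further: channel opened by potassium depolarization with thallium stimulus after 20 min compound exposure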
Platelet DG rel – platelet dense granule release activity; 300,000 compounds, 0.22% hits; AID 1663; inhibition, %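 (compounds screened at 7.5 µM in platelet-rich plasma)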; human platelet-rich plasma, SFLLRN dense granule ATP release, luminescence;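 active means mean replicate score, as percent of positive control, at or above 50; inconclusive means mean below 50 but at least one replicate at or above 50; inactive means mean and every replicate below 50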
TRPC4 PAM – allosterically enhances the mouse TRPC4 cation channel; HEK293 TRPC4beta/mu-opioid, DAMGO EC20, Fluo-4 Ca2+ flux; hits give high values; 310,000 compounds, 0.42% hits; Q9QUQ5; B-score at 10 µM;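 active means B-score of calcium response area above 5 SD of library B-scores, with initial fluorescence ratio within 5 SD of library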;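 further: B-score of integrated fluorescence ratio over time as area under calcium response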
TRPC4 inh – inhibitors of mouse TRPC4 channel | B-score at 10 µM | Q9QUQ5 | 300,000 compounds, 0.39% hits | HEK293 TRPC4beta/mu-opioid, DAMGO-evoked Fluo4 calcium flux; hits give low values | AID 2247;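 active means B-score over 3 SD under the library average, no early fluorescence shift, positive overall ratio signal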
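Assay system – HEK293 line stably carrying TRPC4beta and mu-opioid receptor · Doses – single dose · Detection – Fluo4 calcium-dye fluorescence, kinetic read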
TRPC4 act – activators of mouse TRPC4 channel. Q9QUQ5. HEK293 TRPC4beta/mu-opioid, Fluo4 calcium fluorescence; hits give high values. B-score at 10 µM. 310,000 compounds, 0.49% hits. AID 2237;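 active means B-score above 5 SD of library B-scores, and initial fluorescence ratio not above library mean plus 5 SD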;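 further: positive B-score marks a calcium rise read as TRPC4 activation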
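Assay system: HEK293 stable line with TRPC4beta plus mu-opioid receptor. Times: dye 45 min RT, read 110 s. Measured by: kinetic Fluo4 calcium fluorescence. Measure: B score of integrated ratio. Controls: assay buffer as low control, maximal DAMGO as high control.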
PolyA inh – yeast polyadenylation inhibition | S. cerevisiae SKY197-pL101 polyadenylation reporter, beta-gal luminescence; efflux-impaired pdr1/pdr3 knockout yeast; score 100 = 6 SD above DMSO | calls only at 12 µM | 300,000 compounds, 0.02% hits;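 active means lowest replicate activity score at least 50, where 100 means six control SD above control mean; inconclusive means lowest score under 50 but half or more replicates reach 50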;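 further: yeast exposed to compound for 9 h at 30 °C; higher score means more reporter readthrough which indicates perturbed polyadenylation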
DYRK1A inh – Dyrk1A (rat) kinase inhibition | Q63470 | ADP-Glo luminescence, NFATc1 peptide | inhibition, % at 12.5 µM | 310,000 compounds, 0.43% hits | AID 504441; in the data active means inhibition above about 50%;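 further: plate controls were vehicle with enzyme for no effect and no enzyme for full effect; many of its hits are not listed in these tables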
KCNQ1 act – potentiates or activates the human KCNQ1 potassium channel; B-score at 10 µM; 310,000 compounds, 0.35% hits; P51787; AID 2648; CHO-K1 KCNQ1, thallium flux FluxOR fluorescence; hits give high values;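 active means fluorescence ratio B-score, a plate-corrected score, at least three library SD, with initial intensity B-score within 5 SD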
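System: Stable KCNQ1 CHO-K1 line | Incubation: 90 min dye loading and 20 min compound exposure, both at room temperature | Measure: Ratio B score | Medium: Assay buffer for compound exposure, DMSO matched across wells | Compound dosing: Single-concentration screen | Probe or stimulus: K+/Tl+ depolarizing stimulus | Measured by: Kinetic FluxOR fluorescence, 10 s baseline plus 110 s post-stimulus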
KCNK3 inh – human KCNK3 channel inhibition, primary screen | B-score at 10 µM | 340,000 compounds, 0.84% hits | O14649 | CHO-KCNK3 thallium flux, FluxOR fluorescence; hits give low values | AID 602410;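 active means B-score under library mean minus 4 SD, starting fluorescence ratio at most library mean plus 5 SD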;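 further: more negative B-score means stronger inhibition of thallium flux through KCNK3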
Target sequence (O14649 whole entry, looked up): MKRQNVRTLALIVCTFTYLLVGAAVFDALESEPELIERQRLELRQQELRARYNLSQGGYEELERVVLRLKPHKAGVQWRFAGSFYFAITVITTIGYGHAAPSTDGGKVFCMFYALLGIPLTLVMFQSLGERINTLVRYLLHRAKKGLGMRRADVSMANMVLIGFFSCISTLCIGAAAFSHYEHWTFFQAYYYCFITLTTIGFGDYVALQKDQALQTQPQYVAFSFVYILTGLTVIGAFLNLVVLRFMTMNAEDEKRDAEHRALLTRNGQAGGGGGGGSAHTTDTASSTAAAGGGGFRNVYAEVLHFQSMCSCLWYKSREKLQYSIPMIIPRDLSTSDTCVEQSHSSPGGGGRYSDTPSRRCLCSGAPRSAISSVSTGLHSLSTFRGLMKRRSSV
Active calls of the source: *; i = inactive; u = inconclusive; x = no result given.

SMILES	hERG protect	KCNK9 inh	KCNQ1 block	Platelet DG rel	TRPC4 PAM	TRPC4 inh	TRPC4 act	PolyA inh	DYRK1A inh	KCNQ1 act	KCNK3 inh
CN1C(=O)C2C(c3ccc(N(C)C)cc3)NN(Cc3ccccc3)C2C1=O (configuration not stated)	-5.5	i	i	-6.0	i	i	i	i	-6.4	i	i
CCOC(=O)COc1ccc(S(=O)(=O)Nc2ccc3c(c2)OCCO3)cc1	2.4	i	i	0.1	i	i	i	i	0.5	i	i
COc1ccc(-c2nnc3c4ccccc4c(C)nn23)cc1S(=O)(=O)N1CCN(CCO)CC1	-15.5	i	i	17.4	i	i	i	i	8.8	i	i
CC(C)(C)NC(=O)COc1ccc2oc3c(c2c1)CCCC3	-8.7	i	i	0.9	i	i	i	i	-1.1	i	i
Cc1c(NS(=O)(=O)c2ccc(C(=O)NCc3ccccc3)cc2)c(=O)n(-c2ccccc2)n1C	-6.0	i	i	9.5	i	i	i	i	4.2	i	i
COCCC(=O)N1CCCC(C(=O)c2ccc(Oc3ccccc3)cc2)C1 (configuration not stated)	-4.8	i	i	-4.5	i	i	i	i	-1.7	i	i
O=C(NCc1ccc(OC(F)(F)F)cc1)C1CC(c2ccc(C(F)(F)F)cc2)=NO1 (configuration not stated)	-4.7	i	i	-3.3	i	i	i	i	-1.0	i	i
Cc1ccc(C2=NN(C(=O)c3ccco3)C(O)(C(F)(F)F)C2)cc1 (configuration not stated)	-4.8	i	i	-1.4	i	i	i	i	1.6	i	i
NS(=O)(=O)c1ccc(NC(=O)c2ccccc2Cl)cc1	-10.4	i	i	6.0	i	i	i	i	3.1	i	i
CCCN1CCC(NC(=S)Nc2ccc([N+](=O)[O-])cc2)CC1	-10.5	i	i	-8.6	i	i	i	i	-2.9	i	i
Cc1ccc(NC(=O)Cn2cccc2)cc1	-6.8	i	i	-4.3	i	i	i	i	1.9	i	i
CC(OC(=O)c1ccncc1)C(=O)NC1CCCC1 (configuration not stated)	-18.1	i	i	7.0	i	i	i	i	-5.8	i	i
O=S(=O)(Nc1ccc(-n2cccc2)cc1)c1ccc(F)cc1	-5.7	i	i	1.9	i	i	i	i	-4.5	i	i
Cc1c(Br)c([N+](=O)[O-])nn1C(C)C(=O)N1CCc2ccccc2C1 (configuration not stated)	-7.4	i	i	-4.1	i	i	i	i	0.1	i	i
O=C(COc1cc(=O)n2c(n1)SCCC2)c1ccccc1	-0.7	i	i	-0.9	i	i	i	i	0.4	i	i
CCC(=O)N(Cc1cc(=O)[nH]c2ccccc12)c1ccc(OC)cc1	-9.1	i	i	-0.1	i	i	i	i	5.3	i	i
COc1ccc(-c2cn3cccnc3n2)cc1Br	-6.0	i	i	0.5	i	i	i	i	5.5	i	i
COc1ccc(C(=O)NCC(=O)N/N=C/c2c(C)[nH]c3ccccc23)cc1OC	-5.5	i	i	10.4	i	i	i	i	4.9	i	i
COc1ccc(CCN=Cc2c(C)[nH]n(-c3ccc([N+](=O)[O-])cc3)c2=O)cc1OC	0.6	i	i	9.9	i	i	i	i	-1.4	i	i
Cc1ccc(CCS(=O)(=O)c2ccc(C(C)(C)C)cc2)cn1	-10.8	i	i	-0.6	i	i	i	i	-4.8	i	i
CCCOc1ccc(CNC(=O)C2CCN(c3nn4c(=O)cc(C)nc4s3)CC2)cc1	-3.8	i	i	1.7	i	i	i	i	-0.2	i	i
CCn1c(CNC(=O)c2ccccc2)nnc1SCC(=O)N1CCN(c2ccccc2)CC1	-2.2	i	i	-4.8	i	i	i	i	2.8	i	i
COc1cc2[nH]c(C(=O)Nc3ccc(F)cc3)cc2c(OC)c1OC	-3.8	i	i	5.3	i	i	i	i	18.6	i	i
COC(=O)C1=C(N)Oc2cc(C)n(C)c(=O)c2C1c1ccc(Cl)cc1 (configuration not stated)	-3.4	i	i	6.5	i	i	i	i	4.7	i	i
Cc1ccc(C)n1-c1ccc(C(=O)NC2CCN(Cc3ccccc3)CC2)cc1	-11.4	i	i	-9.8	i	i	i	i	1.4	i	i
Cc1ccc(CSCc2ccc(C(=O)O)o2)cc1	-0.2	i	i	9.7	i	i	i	i	0.6	i	i
Cc1ccc(OCC(=O)Nc2ccccc2Sc2ccccc2)c([N+](=O)[O-])n1	-4.5	i	i	-0.2	i	i	i	i	12.2	i	i
COc1ccc(C(=O)Nc2cccc(OC(=O)c3ccco3)c2)cc1	-4.0	i	i	12.2	i	i	i	i	13.8	i	i
CCC(c1nnnn1Cc1ccco1)N(Cc1cc2cc(OC)ccc2[nH]c1=O)C1CCCCC1 (configuration not stated)	-11.1	i	i	-1.2	i	i	i	i	7.8	i	i
Cc1noc(C)c1S(=O)(=O)Nc1ccc(C(=O)NCCc2ccccc2)cc1	-7.5	i	i	x	i	i	i	i	9.1	i	i
O=[N+]([O-])c1cccc(C=Nc2cccc3ccccc23)c1O	-10.8	i	i	-3.8	i	i	i	i	-2.4	i	i
CC(=O)NC(=S)NNC(=O)CCc1ccccc1	-14.8	i	i	-1.4	i	i	i	i	4.3	i	i
Cn1c(=O)c(C(=O)CN2CCCc3ccccc32)c(N)n(Cc2ccccc2)c1=O	-2.7	i	i	-11.1	i	i	i	i	-4.8	i	i
COc1ccc(C2OC(=O)CC2C(=O)NCc2ccccc2Cl)cc1OC (configuration not stated)	-4.8	i	i	-3.2	i	i	i	i	-14.1	i	i
CC/C(=N\O)c1ccc(OC)c(OC)c1	-8.0	i	i	0.1	i	i	i	i	-14.8	i	i
CCOC(=O)COc1ccc(S(=O)(=O)N2CCc3ccccc3C2)cc1	-2.2	i	i	6.6	i	i	i	i	-2.7	i	i
CCC1CCCCN1CCCNS(=O)(=O)c1ccc2c(c1)oc(=O)n2C (configuration not stated)	-13.1	i	i	-6.6	i	i	i	i	x	i	i
Cc1c2c([n+]3n1CCC3)CC(C)(C)CC2=O	-4.6	i	i	-5.3	i	i	i	i	2.8	i	i
Cc1cc(F)ccc1NC(=O)C(C)n1c2ccccc2c2nc(=O)cc(C)n21 (configuration not stated)	-11.1	i	i	16.2	i	i	i	i	-9.0	i	i
CCCCn1c(=O)c(CCC(=O)OCC(=O)Nc2cccc3ccccc23)nc2ccccc21	-12.6	i	i	-23.5	i	i	i	i	2.2	i	i
Clc1ccc(-c2ccnc(Oc3cc(Cl)ccc3Cl)n2)cc1	-7.0	i	i	1.6	i	i	i	i	0.1	i	i
CC(=O)c1cc(CN2CCN(C(C)C)C(CCO)C2)cs1 (configuration not stated)	-11.7	i	i	3.9	i	i	i	i	-1.0	i	i
CCCCOC(=O)CSc1nc(N)c(C#N)c(-c2ccc(OC)cc2)c1C#N	-9.8	i	i	9.9	i	i	i	i	1.4	i	i
O=C(CN1C(=O)NC2(CCCCCC2)C1=O)c1ccccc1	-18.0	i	i	u	i	i	i	i	-6.7	i	i
CC1CCC(N2CCNCC2)CC1 (configuration not stated)	-9.9	i	i	-0.7	i	i	i	i	x	i	i
CSc1ccc2nnc(-c3cccc(F)c3)n2n1	-12.9	i	i	1.4	21*	i	i	i	38.5	i	i
Nc1cc(Cl)nc(N/N=C/c2c(O)ccc3ccccc23)n1	-8.3	i	i	14.1	i	i	i	i	6.3	i	i
CC(C)(C)OC(=O)N1CCC(c2c(C(=O)NCC3CCN(C4CCCC4)C3)cnn2-c2cccc(Cl)c2)CC1 (configuration not stated)	-12.8	i	i	-7.5	i	i	i	i	-5.7	i	i
CCN(Cc1ccccc1)S(=O)(=O)c1c(C)[nH]c(C)c1C(=O)N1CCCCC1	-10.4	i	i	8.1	i	i	i	i	-2.6	i	i
Cc1ccccc1Cn1nc(C)c(NC(=O)c2noc3c2CCc2ccccc2-3)c1C	-11.8	i	i	1.5	i	i	i	i	1.6	i	i
Cc1ccccc1Cn1cc(NC(=O)c2noc3c2CC(C(C)(C)C)CC3)cn1 (configuration not stated)	-4.6	i	i	-9.3	i	x	i	i	7.2	i	i
CC1CCN(c2nc3ccc(C(=O)N4CCN(Cc5ccc6c(c5)OCO6)CC4)cc3s2)CC1	-11.3	i	i	-5.0	i	i	i	i	17.4	i	i
CC(=O)c1cc2c(cc1NC(=O)Cn1nc(C)c(C)c(C#N)c1=O)OCO2	-15.4	i	i	12.6	i	i	i	i	-6.5	i	i
COC(=O)C(N)CCCCN (configuration not stated)	-5.4	i	i	-0.6	i	i	i	i	-1.7	i	i
Cc1ccc(/C=C2\SC(=S)N(NS(=O)(=O)c3ccc(C)cc3)C2=O)cc1	-4.8	i	i	-1.3	i	i	i	i	x	27*	i
CCc1ccc(-c2cc(C(=O)NCc3ccccn3)c3ccccc3n2)cc1	-15.6	i	i	5.8	i	i	i	i	-6.3	i	i
Cc1ccc2oc(C(=O)N(Cc3ccccc3)C3CCS(=O)(=O)C3)c(C)c2c1 (configuration not stated)	0.0	i	i	2.6	i	i	43*	i	-1.5	i	i
CCn1c(SCC(=O)NC2CC2)nnc1C(C)Oc1ccccc1 (configuration not stated)	-0.5	i	i	-1.6	i	i	i	i	0.1	i	i
COc1cc(OC)cc(C(=O)Nc2cccc(NC(=O)c3ccccc3)c2)c1	-10.5	i	i	-3.5	i	i	i	i	-1.9	i	i
CC(=O)NCc1ccc(C(=O)CCl)cc1	-21.0	i	i	-4.8	i	i	i	i	0.7	i	i
The listing continues.
SMILES	hERG protect	KCNK9 inh	KCNQ1 block	Platelet DG rel	TRPC4 PAM	TRPC4 inh	TRPC4 act	PolyA inh	DYRK1A inh	KCNQ1 act	KCNK3 inh
CCOc1ccc(NC(=O)CN(C)C(=O)C2=COCCO2)cc1OCC	-8.0	i	i	-3.4	i	i	i	i	x	i	i
CCOc1ccc(NC(=O)NC(=O)N(C(C)C)S(C)(=O)=O)cc1	-7.2	i	i	5.0	i	i	i	i	x	i	i
O=C(NCc1ccc(Cl)cc1)c1ccncc1	-2.5	i	i	-0.6	i	i	i	i	-1.4	i	i
CCOC(=O)C1CCN(S(=O)(=O)c2ccc(C)c(C)c2)CC1	-1.8	i	i	-9.5	i	i	i	i	-1.1	i	i
CCOC(=O)N1CCC(NC(=O)c2csc3c2CCCC3)CC1	-11.1	i	i	13.7	i	i	i	i	0.1	i	i
CN(CCC#N)C(=O)COC(=O)c1cccnc1Nc1ccccc1F	-11.3	i	i	-4.3	i	i	i	i	-0.7	i	i

Only part of the results is shown, so the mix of outcomes need not match the whole.
